Source: PubChem
RNase H inhibition: RNase H inhibition, HIV 1 Gag Pol polyprotein, FRET biochemical assay, screening (AID 372); HIV-1 RT RNase H, FRET RNA/DNA substrate fluorescence; higher % means a stronger effect; inhibition, % at 10 µM; hits with a dose series show IC50 in µM; 100,000 tested, 0.77% active; in the data active = inhibition above about 50%
The depositor's hits bear a star.

item	SMILES	RNase H inhibition
1	Cc1ccc(N2C(=O)NC(=O)/C(=C/c3cc(C)n(-c4ccc(Cl)c(Cl)c4)c3C)C2=O)cc1	7%
2	CCOc1ccc(NC(=O)CSCc2ccccc2C)cc1	10%
3	O=C(NCCCNc1ccc(C(F)(F)F)cc1[N+](=O)[O-])c1ccc(Cl)cc1	15%
4	CCOC(=O)c1cccc(NC(=O)C(C)Oc2ccccc2)c1 (configuration not stated)	19%
5	CCOc1ccc(C=C2C(=O)NC(=O)NC2=O)cc1OCC	0%
6	C=CCNC(=O)C(=O)NCc1ccccn1	4%
7	COc1cc(C=C2C(=O)NC(=S)NC2=O)ccc1OCc1ccc(C(=O)O)cc1	12%
8	Cc1ccc[n+](CC(=O)c2ccc3c(c2)Cc2ccccc2-3)c1C	0%

Entries from the list above with sulfur (two):
item	SMILES	RNase H inhibition
2	CCOc1ccc(NC(=O)CSCc2ccccc2C)cc1	10%
7	COc1cc(C=C2C(=O)NC(=S)NC2=O)ccc1OCc1ccc(C(=O)O)cc1	12%

Carrying on.
item	SMILES	RNase H inhibition
9	COc1cccc(NC(=O)Nc2nnc(-c3ccccc3SCc3ccc(F)cc3)s2)c1	43%
10	CCOc1ccc(NC(=O)Nc2nnc(Cc3ccc([N+](=O)[O-])cc3)s2)cc1	12%
11	COc1cc(NC(=O)/C=C/c2ccc(C(C)C)cc2)c(OC)cc1Cl	1%
12	C=CCN(CC=C)C(=S)Nc1ccc2nc(-c3ccccc3)c(-c3ccccc3)nc2c1	14%
13	O=C1/C(=C\c2ccc3c(c2)OCO3)SC(=S)N1CC1CCCO1 (configuration not stated)	5%
14	CCOC(=O)CN1C(c2cc(OC)c(OC)c(OC)c2)=Nc2ccc(Br)cc2C1c1ccccc1 (configuration not stated)	11%
15	C=CCN1C(=O)/C(=C\c2ccc(OCC(=O)O)cc2)C(=O)NC1=S	6%
16	CCOc1ccc2nc(NC(=O)c3ccc(C)c(C)c3)sc2c1	5%
17	CC(=O)N1C(=O)/C(=C2\C=C(c3ccccc3)OC2=O)c2ccccc21	19%
18	O=C1c2cccc3cccc(c23)C(=O)N1CCC(=O)n1nnc2ccccc21	12%
19	CCOc1ccc(C(=O)NC(=S)Nc2cccc(C)c2)cc1[N+](=O)[O-]	10%
20	Cc1c(C(=O)O/N=C(\N)Cc2ccc(Cl)cc2Cl)cccc1[N+](=O)[O-]	9%
21	N#Cc1c(NC(=S)NC(=O)c2ccco2)sc2c1CCCC2	9%
22	CCOc1ccc(C(=O)N/N=C/c2ccc(Cl)cc2)cc1	12%
23	CCn1c2ccccc2c2cc(C#N)c(N)nc21	12%
24	CC(C)(C)c1cc(CN2CCN(CCN)CC2)cc(C(C)(C)C)c1O	6%

4 of these compounds, reformatted:
[14] CCOC(=O)CN1C(c2cc(OC)c(OC)c(OC)c2)=Nc2ccc(Br)cc2C1c1ccccc1 (configuration not stated)
  RNase H inhibition = 11%

[2] CCOc1ccc(NC(=O)CSCc2ccccc2C)cc1
  RNase H inhibition = 10%

[4] CCOC(=O)c1cccc(NC(=O)C(C)Oc2ccccc2)c1 (configuration not stated)
  RNase H inhibition = 19%

[15] C=CCN1C(=O)/C(=C\c2ccc(OCC(=O)O)cc2)C(=O)NC1=S
  RNase H inhibition = 6%

(list continues)
item	SMILES	RNase H inhibition
25	COc1cc(/C=C2\SC(=S)N(CCC(=O)O)C2=O)cc(OC)c1OC	13%
26	O=C(COc1ccccc1)Nc1ccccc1I	0%
27	COc1ccccc1CNC(=O)C(=O)Nc1cccc(C(F)(F)F)c1	5%
28	C=CCN1C(=O)NC(=O)/C(=C\c2ccc(OCc3ccccc3Cl)c(OC)c2)C1=O	12%
29	Cc1ccsc1/C=C1\SC(=S)N(Cc2ccco2)C1=O	6%
30	O=C(CSc1nc2ccccc2c(=O)[nH]1)c1ccc(F)cc1	0%
31	Cc1cc(CN2C(=O)c3ccccc3C2=O)cc(N2CCOCC2)c1	0%
32	COc1cccc(C(=O)N2CCN(CCCc3ccccc3)CC2)c1OC	7%
33	O=[N+]([O-])c1ccccc1S(=O)(=O)Nc1ccc(F)c(Cl)c1	3%
34	O=C(Nc1ccc(F)cc1)Nc1nnc(-c2ccc(Br)cc2)s1	21%
35	NC(=O)C1CCN(C(=O)Cc2ccc([N+](=O)[O-])cc2)CC1	10%
36	O=C(Nc1ccc(F)cc1F)C(c1ccccc1)c1ccccc1	1%
37	N#Cc1ccc(Oc2cccc(Oc3ccc(C#N)c(C#N)c3)c2)cc1C#N	15%
38	O=C1C2C3C=CC(O3)C2C(=O)N1c1cc(C(F)(F)F)ccc1Cl (configuration not stated)	10%
39	COc1ccc(CCN(C)Cc2ccc3ccccc3c2)cc1OC	4%
40	CN(C)c1ccc(/C=c2\sc3nc4cc(Br)cnc4n3c2=O)cc1	0%
41	O=C(N/N=C\c1ccc([N+](=O)[O-])o1)c1nc(-c2ccccc2)cc(-c2ccccc2)n1	15%
42	CCC1CCc2c(sc(NC(=O)c3c(C)c(-c4ccc(Cl)cc4Cl)nc4ccccc34)c2C(N)=O)C1 (configuration not stated)	16%
43	Cc1cc(C)nc(SC(=Nc2cc([N+](=O)[O-])ccc2C)c2ccccc2Cl)n1	26%
44	Cc1ccc(-c2n[nH]c(=S)n2/N=C/c2cc(Br)ccc2O)cc1	15%
45	CC(Nc1nc(-c2ccccc2O)nc2ccccc12)c1ccccc1 (configuration not stated)	27%
46	O=C1CCCC2=C1C(c1ccc([N+](=O)[O-])cc1)Nc1ccccc1N2 (configuration not stated)	10%
47	Cc1cccc(-n2c(C)cc(C=O)c2C)c1C	0%
48	CCN1C(=O)/C(=C/c2cn(Cc3cccc(C)c3)c3ccccc23)SC1=S	23%
49	O=C(CNC(=O)c1ccc(Br)cc1)OCC(=O)c1ccccc1	0%
50	Cc1ccccc1CNC(=O)c1ccc(N(C)S(=O)(=O)c2ccccc2)cc1	0%
51	O=C(Nc1cc(Cl)cc(Cl)c1)c1ccccc1Cl	0%
52	Cc1cc2nc(-c3cc(NC(=S)NC(=O)c4ccccc4Cl)ccc3Cl)oc2cc1C	6%
53	O=c1nc(-c2ccccc2)c2ccccc2[nH]1	0%
54	COCn1c2ccccc2c2cc(C)ccc21	1%
55	O=C(/C=C/c1ccccc1)NC(=S)Nc1ccc(NC(=O)c2ccco2)c(Cl)c1	47%
56	O=C(Cc1ccccc1)Nc1ccc(Nc2ccccc2)cc1	17%
57	CCc1cc(C(=O)N=Nc2c(O)[nH]c3ccccc23)c2ccccc2n1	0%
58	CCOc1ccccc1N1CCN(Cc2sccc2C)CC1	1%
59	CC1=C(C(=O)OC2CCCCCC2)C(c2ccc(C)cc2)NC(=O)N1 (configuration not stated)	36%
60	CCOC(=O)C1=CC2(SC=C(C(=O)OCC)S2)C2=C(S1)C(C)(C)Nc1ccc(OCC)cc12 (configuration not stated)	1%
61	CCN(CC)c1ccc(Nc2nc(-c3ccc(OC)cc3)cs2)cc1	12%
62	COc1ccc2nc(SCC(=O)Nc3ccc4c(c3)OCO4)[nH]c2c1	0%
63	N#C/C(=C\c1cccs1)c1nc2ccccc2s1	8%
64	COc1cc(C(=O)Nc2ccc(Cl)c([N+](=O)[O-])c2)cc(OC)c1OC	10%
65	CCOc1ccc(C(=O)Nc2ccc(-c3nc4ccc(C)cc4o3)cc2)cc1[N+](=O)[O-]	40%
66	COc1cc([N+](=O)[O-])cc(/C=C2\C(=O)NC(=O)N(c3ccc(Br)cc3)C2=O)c1O	7%
67	CCOc1ccc(NC2=C(Cl)C(=O)N(c3ccc(Cl)cc3Cl)C2=O)cc1	5%
68	COCCCNC(=O)COc1ccc(Br)cc1Cl	6%
69	O=C/C(=C\Nc1ccc(Cl)cn1)c1nc2ccccc2o1	15%
70	COc1cc(NS(=O)(=O)c2ccc(NC(=O)c3ccc4ccccc4c3)cc2)nc(OC)n1	0%
71	O=C1NC(=Nc2ccccc2)S/C1=C/c1ccccc1	19%
72	Cc1n[nH]c(C)c1Sc1ccccc1N=Cc1ccc(C(C)C)cc1	5%
73	NS(=O)(=O)c1ccc(NC(=O)c2ccc(I)cc2)cc1	6%
74	Cc1cc(O)cc2c(=O)c3ccccc3sc12	6%
75	CC(/C=C/c1ccco1)=N\NC(=O)c1cccc(F)c1	14%
76	Cc1ccc(NC2=NC3(CCCCC3)N=C(N)N2)cc1	16%
77	COc1cc2c(cc1OC)C(c1cccc(F)c1)NCC2 (configuration not stated)	3%
78	Cc1ccc(C(=O)NC(=S)Nc2ccc(-c3nc4cc(Cl)cc(Cl)c4o3)cc2)cc1	8%
79	COC(=O)C1=C(O)/C(=C\c2cccc(OC)c2)N=C1C	6%
80	COc1ccc(NC(=O)c2cnn(-c3ccccc3)c2NC(=O)c2ccccc2F)cc1	6%

The list goes on; it opens with the five that closed the last part.
item	SMILES	RNase H inhibition
76	Cc1ccc(NC2=NC3(CCCCC3)N=C(N)N2)cc1	16%
77	COc1cc2c(cc1OC)C(c1cccc(F)c1)NCC2 (configuration not stated)	3%
78	Cc1ccc(C(=O)NC(=S)Nc2ccc(-c3nc4cc(Cl)cc(Cl)c4o3)cc2)cc1	8%
79	COC(=O)C1=C(O)/C(=C\c2cccc(OC)c2)N=C1C	6%
80	COc1ccc(NC(=O)c2cnn(-c3ccccc3)c2NC(=O)c2ccccc2F)cc1	6%
81	CC(NC(=O)C(=O)Nc1cccc(C(F)(F)F)c1)c1ccccc1 (configuration not stated)	2%
82	CS(=O)(=O)c1ccc2nc(NC(=O)c3ccc(Cl)cc3)sc2c1	3%
83	CC(=O)Nc1ccc(S(=O)(=O)Nc2ccccc2C(F)(F)F)cc1	5%
84	O=C(CCC(=O)N1CCN(Cc2ccccc2)CC1)N1CCOCC1	3%
85	c1ccc(-c2nnc(-c3ccc(Oc4ccc(-c5nnc(-c6ccccc6)o5)cc4)cc3)o2)cc1	10%
86	Cc1ccc(C(=O)Nc2ncc([N+](=O)[O-])s2)cc1	1%
87	O=C(c1cc2n(n1)C(C(F)(F)F)CC(c1cccs1)N2)N1CCCC1 (configuration not stated)	1%
88	O=C(C[n+]1csc2ccccc21)N(Cc1ccccc1)Cc1ccccc1	1%
89	N#C/C(=C\c1cccc(Oc2ccc(C(F)(F)F)cc2[N+](=O)[O-])c1)c1nc2ccccc2[nH]1	4%
90	O=C(Cc1ccc([N+](=O)[O-])cc1)N/N=C/c1ccccn1	18%
91	O=C(Oc1ccc(-c2ccc(OC(=O)c3cccs3)cc2)cc1)c1cccs1	1%
92	COc1ccc(NC(=O)C(NC(=O)c2ccccc2)C23CC4CC(CC(C4)C2)C3)cc1 (configuration not stated)	26%
93	Cc1ccc(-c2nnc(-c3cccc([N+](=O)[O-])c3)o2)cc1	15%
94	O=C(/C=C/c1cccc2ccccc12)Nc1ccc(S(=O)(=O)N2CCOCC2)cc1	25%
95	C#CCOc1c(Cl)cc(/C=C2\C(=O)NC(=O)N(c3ccc(C)cc3)C2=O)cc1OCC	12%
96	O=C1NC(=S)N(c2cccc(Cl)c2Cl)C(=O)/C1=C/c1ccc(Br)cc1	18%
97	Cc1sc(NC(=O)CCC2CCCCC2)nc1-c1ccccc1	0%
98	COC(=O)c1c(C)oc2ccc(OC(=O)c3ccccc3)cc12	0%
99	COC(=O)C1=C(C)NC2=C(C(=O)CCC2)C1c1cccc(Br)c1 (configuration not stated)	4%
100	COc1cc(/C=C2\C=C(c3ccc(Br)cc3)OC2=O)c([N+](=O)[O-])cc1OC	32%
101	Cc1ccc(NC(=O)c2ccc(NC(=O)C(C)(C)C)cc2)cc1C	9%
102	COCCCNC(=O)CN(c1ccc(Br)cc1)S(C)(=O)=O	0%
103	O=C1C(=O)N(c2nccs2)C(c2ccccc2F)/C1=C(/O)c1ccc(Cl)cc1 (configuration not stated)	21%
104	CCN(CC)c1nc(N)nc(NS(=O)(=O)c2ccc(Cl)cc2)n1	8%
105	O=C1c2cccc3cccc(c23)C(=O)N1c1ccc(-c2ccc(N3C(=O)c4cccc5cccc(c45)C3=O)c(Cl)c2)cc1Cl	22%
106	COc1cc(C(=O)N2CCN(CCN=Cc3c(C)[nH]n(-c4ccc([N+](=O)[O-])cc4)c3=O)CC2)cc(OC)c1OC	16%
107	Cc1nn(-c2ccccc2)c(C)c1C=NN1CCN(C2c3ccccc3-c3ccccc32)CC1	3%
108	COc1ccc(C(=O)NNc2ccc([N+](=O)[O-])cc2)cc1OC	10%
109	CCc1ccc(NC(=O)CSc2nc3sc4c(c3c(=O)n2-c2ccccc2)CCCC4)cc1	2%
110	O=C(NN=C1CCCCCCCCCCC1)c1cc2ccccc2cc1O	0%
111	CNS(=O)(=O)c1cc(O)c2c(S(=O)(=O)NC)cccc2c1	3%
112	O=C(COc1cccc(Br)c1)N/N=C/c1ccc(Cl)cc1	7%
113	CC1=C(C(=O)OC2CCCC2)C(c2coc3ccccc3c2=O)C2=C(CC(C)(C)CC2=O)N1 (configuration not stated)	0%
114	C=CCOc1ccc(/C=C(\C#N)C(=O)NC2CCCCC2C)cc1 (configuration not stated)	7%
115	COc1ccc(NC(=O)Nc2ccc(Cc3ccncc3)cc2)cc1OC	1%
116	COc1cccc(N=Cc2ccc(C#N)cc2)c1	18%
117	O=C(Nc1ccc(-c2cc3ccccc3oc2=O)cc1)c1ccc(Cl)c(Cl)c1	0%
118	O=c1cc(N2CCOCC2)c2ccccc2o1	0%
119	Cc1cccc(/C=N/NC(=O)Nc2ccccc2)c1	8%
120	COc1ccc(NC(=O)C2CCCN(CCCc3ccccc3)C2)cc1OCC(C)C (configuration not stated)	20%
121	O=C(/C=C\c1ccco1)Oc1ccc(/C=N\NC(=O)c2cncc(Br)c2)cc1	9%
122	O=C(NC(=S)Nc1nc(-c2ccc(Br)cc2)cs1)c1ccccc1Cl	21%
123	CCc1ccccc1NS(=O)(=O)c1cccs1	2%
124	Cc1ccc(NC(=S)NC(=O)c2ccccc2Cl)cc1	10%
125	COc1ccc(CNCc2cc(OC)c(O)c(OC)c2)cc1	0%
126	O=C(Cc1ccccc1)NCC1COc2ccccc2O1 (configuration not stated)	9%

Only part of the results is shown (hit frequency here may not be typical).
